Screening data from PubChem.
Vif-APOBEC3F blk: inhibitors of Vif-A3F interaction; HeLa A3F-eYFP + Vif (tagged APOBEC3F with the HIV-1 protein that degrades it), YFP fluorescence increase; Potency, µM (series often up to 46.1 µM), without a hit: top-dose activity, negative = active; 390,000 tested, 0.2% active; note: potency is the fitted concentration of half-maximal effect; % of control where 0% means no effect; nearly all actives have a fitted effect of over 65% in size
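HeLa cells stably expressing Vif plus C-terminally eYFP-tagged A3F were seeded, incubated overnight at 37 deg C, dosed with compound, incubated overnight again at 37 deg C. Yellow fluorescence (Ex 488/Em 500-530) reported blocked Vif-mediated A3F-eYFP degradation.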
LDHA block: inhibitors of human lactate dehydrogenase A; activity change, % (values are at about 110 or 230 µM); 480,000 tested, 0.15% active; purified LDHA, NADH/diaphorase-resazurin fluorescence; hits give low values; in the data active = activity change below about -30%; inconclusive = mostly about -25% to -30%;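 note: plate controls were DMSO wells for no effect and wells without enzyme for full effect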
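Resorufin fluorescence (ex540/em590), read at 0 and 20 min after diaphorase/resazurin addition, reports the NADH left after a 5 min room-temperature reaction of 2 nM human LDH5 with 0.06 mM NADH and 0.2 mM pyruvate.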
TrxR1 substrate: substrates of rat thioredoxin reductase 1; 390,000 tested, 0.01% active; O89049; Potency, µM (doses to about 114 µM), for inactives: at the highest dose activity change, negative = substrate turnover; purified TrxR1 substrate turnover, NADPH consumption readout; note: potency is the fitted concentration of half-maximal effect; % is set by controls: 0 for no effect and ±100 for the full control effect; nearly all actives have a fitted effect of over 50% in size
Target sequence (O89049 whole entry, looked up): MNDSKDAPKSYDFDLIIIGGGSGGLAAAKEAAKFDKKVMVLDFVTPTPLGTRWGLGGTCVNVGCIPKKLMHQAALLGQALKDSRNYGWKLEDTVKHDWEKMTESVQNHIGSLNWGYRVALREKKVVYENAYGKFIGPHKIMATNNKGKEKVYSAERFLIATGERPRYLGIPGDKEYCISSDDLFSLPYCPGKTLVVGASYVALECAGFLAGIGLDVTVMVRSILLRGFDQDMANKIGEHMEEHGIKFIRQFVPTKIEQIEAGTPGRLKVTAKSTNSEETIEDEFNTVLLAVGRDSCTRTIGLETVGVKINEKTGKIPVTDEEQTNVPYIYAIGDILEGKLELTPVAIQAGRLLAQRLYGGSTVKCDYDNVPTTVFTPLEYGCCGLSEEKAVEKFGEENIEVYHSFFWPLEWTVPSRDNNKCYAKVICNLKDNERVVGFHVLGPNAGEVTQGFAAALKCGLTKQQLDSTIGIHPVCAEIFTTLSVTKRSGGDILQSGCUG
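Rat TrxR1, dispensed at 90 nM, was prereduced with 400 uM NADPH (final) for 5 min at ~22 deg C, then incubated with compound 15 min before 400 uM selenite. A first-read NADPH fluorescence drop versus no-compound background flagged substrates.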
RGS4 inh: human RGS4 inhibition; Transcreener GDP fluorescence polarization, RGS4-accelerated GTP hydrolysis; Potency, µM (doses to about 114 µM), without a hit: at the highest dose activity change, negative = inhibition, usual class: inhibitors; 390,000 tested, 0.039% active; AID 504845; note: potency is the fitted concentration of half-maximal effect; % is set by controls: 0 for no effect and ±100 for the full control effect; nearly all actives have a fitted effect of over 75% in size; some results filed as inactive show a strong effect at the top dose
Target sequence (P49798 whole entry, looked up): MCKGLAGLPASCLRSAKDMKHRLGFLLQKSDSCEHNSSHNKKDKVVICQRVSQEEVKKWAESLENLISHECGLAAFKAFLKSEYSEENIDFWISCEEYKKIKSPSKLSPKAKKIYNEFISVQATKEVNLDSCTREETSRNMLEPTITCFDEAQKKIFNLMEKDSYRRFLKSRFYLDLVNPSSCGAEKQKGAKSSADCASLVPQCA
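MLSMR compounds (23 nl, pin-transferred) preincubated 10 min at room temperature with a 500nM (2x) first reagent, then RGS4 at 900nM (2x) plus Transcreener GDP mix added; fluorescence polarization (620/688 nm) read before and after 90 min at 30 °C.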
rTrxR1 inhibitor: inhibitors of rat thioredoxin reductase 1; O89049; recombinant rTrxR1, NADPH fluorescence consumption, selenite substrate; Potency, µM (titrated, usually from 114 µM), without a hit: at the top dose activity change, negative = inhibition, hits mostly inhibitors; 390,000 tested, 1% active; note: potency is the fitted concentration of half-maximal effect; % is set by controls: 0 for no effect and ±100 for the full control effect; nearly all actives have a fitted effect of over 65% in size
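Rat TrxR1 (90 nM in the dispensed reagent) was pre-reduced with 400 uM NADPH for 5 min at room temperature, then incubated with compound for 15 min. After 400 uM selenite was added, NADPH fluorescence (Ex 340/Em 450 nm) was followed for 8 min.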
IDH1 R132H inh: human IDH1 R132H inhibition. O75874. IDH1-R132H enzyme, NADPH consumption, diaphorase/resazurin fluorescence. Potency, µM (titrated, usually from 76.6 µM), for the others: at the highest dose activity change, negative = inhibition, hits mostly inhibitors. 390,000 tested, 0.093% active. AID 602179; note: potency is the fitted concentration of half-maximal effect; % is set by controls: 0 for no effect and ±100 for the full control effect; nearly all actives have a fitted effect of over 65% in size
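IDH1-R132H (0.5 ug/mL dispensed) in pH 7.5 Tris buffer was preincubated 30 min with compound, then given a substrate mix of 0.016 mM NADPH and 2 mM alpha-KG for 80 min at room temperature; remaining NADPH was read by diaphorase/resazurin fluorescence.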
Vif-APOBEC3G blk: blocks the Vif interaction with human APOBEC3G; Q9HC16; HeLa A3G-eYFP + Vif (tagged APOBEC3G with the HIV-1 protein that degrades it), YFP fluorescence, overnight; Potency, µM (highest dose often 46.1 µM), without a hit: top-dose activity, negative = active, usual class: inhibitors; 410,000 tested, 0.076% active;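 note: potency is the fitted concentration of half-maximal effect; % is set by controls: 0 for no effect and ±100 for the full control effect; nearly all actives have a fitted effect of over 60% in size; hits raise eYFP signal because A3G escapes Vif-driven loss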
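Read-out is eYFP fluorescence (Ex 488/Em 500-530) from Vif-expressing HeLa A3G-eYFP cells; more signal means A3G escaped Vif-mediated degradation. Cells plated overnight, compound pinned in, incubated overnight at 37 deg C.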
GRP78 ERSR act: ER stress response induction in glioma. U87-MG GRP78 promoter luciferase reporter, 16 h. Potency, µM, for inactives: at the highest dose activation, usual class: activators. 420,000 tested, 0.02% active; note: potency is the fitted concentration of half-maximal effect; series mostly up to about 76 µM; % of control where 0% means no effect; nearly all actives have a fitted effect of over 35% in size
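Stably transfected U87-MG glioma cells carrying a GRP78-based luciferase sensor; 16 h compound incubation. Luminescence end-point read 10 min after Bright-Glo addition at room temperature.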
USP1-UAF1 inh: blocks the human USP1/UAF1 deubiquitinase complex; O94782; recombinant USP1/UAF1, Ub-Rhodamine cleavage fluorescence; Potency, µM (top dose mostly 57.1 µM), inactives show top-dose activity change, negative = inhibition, usual class: inhibitors; 390,000 tested, 0.23% active; AID 743255; note: potency is the fitted concentration of half-maximal effect; % is set by controls: 0 for no effect and ±100 for the full control effect; nearly all actives have a fitted effect of over 60% in size; inactives centre near -12
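USP1/UAF1 complex (1 nM) preincubated 15 min at room temperature with compound, then Ub-Rho substrate (150 nM final) added. Kinetic fluorescence at 480/540 nm over 6 reads at 60 s intervals; 50 mM HEPES pH 7.8, 0.5 mM EDTA, 0.1 mg/ml BSA, 1 mM TCEP, 0.01% Tween-20.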
Active calls of the source: *; ? = inconclusive; . = no result given; & = joins results of further samples; [ ] = another dose, or the depositor's remark. Unless noted, calls come from the whole dose curve; as a rule, active = well fitted curve in the direction sought with a large enough effect; inconclusive = small, poorly fitted or top-dose-only effect, or another doubt; inactive = no such curve, though single readings can be large; an effect the other way counts as inactive or inconclusive.

mol	IDH1 R132H inh	LDHA block	TrxR1 substrate	RGS4 inh	Vif-APOBEC3F blk	GRP78 ERSR act	rTrxR1 inhibitor	USP1-UAF1 inh	Vif-APOBEC3G blk
NC(=O)C1CCN(C(=O)Nc2csc3ccccc23)CC1	-4.1%	-11.9	-1.5%	12.6%	5.9%	-5.5%	-20.8%	-10.7%	-2.2%
O=C(O)CCC(=O)Nc1ccc(Br)cc1C(=O)c1ccccc1	-0.3%	1.9	3.6%	17.2%	1.7%	-1.3%	10.2%	-4.4%	2.6%
COc1ccccc1NC(=O)NCC1CC1(Cl)Cl (stereo not drawn)	-2.4%	-7.2	0.8%	22.5%	-6.1%	1.7%	24.4%	-10.6%	0.7%
COc1cccc2cc(-c3nnc(-c4ccccc4)o3)c(=O)oc12	-3.7%	8.4	-2.6%	0.6%	?	2.7%	4.5%	3.0%	-0.9%
CCOC(=O)C1(Cc2ccccc2C(F)(F)F)CCN(C(C)CSC)CC1 (stereo not drawn)	3.8%	-2.9	1.5%	1.9%	1.3%	-3.6%	20.3%	-2.8%	-0.2%
COCCn1nnnc1C(c1cc2cc(OC)ccc2[nH]c1=O)N1CCC(Cc2ccccc2)CC1 (stereo not drawn)	6.2%	-0.8	11.0%	-24.9%	-10.2%	-0.7%	21.8%	?	-0.3%
S=c1[nH]nc(C2CCCCC2)n1/N=C/c1ccc(Cl)cc1	-4.4%	-8.3	-6.4%	-16.3%[56.9 µM]	10.1%	-3.9%	-2.4%	-9.8%	-8.9%
CC(C)[C@H](CO)Nc1nc(Nc2ccc(Cl)c(C(=O)O)c2)c2ncn(C(C)C)c2n1	14.4%	-3.7	-10.5%[57.1 µM]	-25.9%	-0.8%	-3.0%	0.3%[57.1 µM]	-22.8%	3.9%
CCOc1ccc(C(=O)N/N=C(/C)C2C(=O)c3ccccc3C2=O)cc1	3.2%	3.9	-11.7%	20.2%	7.4%	2.0%	-12.0%	-6.1%	-0.2%
Cc1cc(NS(=O)(=O)c2ccc(Nc3nc(-c4ccc(C)c(C)c4)cs3)cc2)no1	?	-4.6	-12.1%	-34.3%	1.1%	-5.2%	?	-18.1%	-9.0%
COc1ccc(NC(=O)CCCCn2c(=O)[nH]c3ccccc3c2=O)cc1	-2.1%	-7.1	13.1%[57.1 µM]	-0.6%	-1.4%	-4.8%	19.5%[57.1 µM]	-19.5%	-0.2%
CCOc1ccc(-c2nnc(SCC(=O)Nc3ccc4c(c3)c3ccccc3n4CC)n2N)cc1	-7.2%	-9.3	2.8%	-27.7%	?	0.9%	5.0%	-13.7%	-21.4%
CCOC(=O)c1ccc(NC(=S)N2CCN(S(C)(=O)=O)CC2)cc1	0.4%	-11.0	-1.6%	-0.6%	11.7%	-3.0%	5.7%	1.1%	-1.8%
COc1ccc(Cl)cc1NC(=S)N1CC(C)OC(C)C1 (stereo not drawn)	-1.2%	-2.8	-5.8%	7.9%	-2.9%	0.6%	?	-2.1%	-5.7%
COC(=O)c1c(NC(=O)CN2C(=O)NC3(CCC(C)CC3)C2=O)sc2c1CCC2 (stereo not drawn)	6.0%	-4.6	1.0%	12.7%	-0.6%	-3.1%	-6.6%	-3.0%	-7.7%
COc1cccc(/C=N/NC(=O)c2c(C)nc3ccc(Br)cn23)c1O	-1.2%	-1.1	-0.5%	14.6%[11.4 µM]	-5.7%	0.0%	9.5%	-16.8%	-13.8%
CCOC(=O)NC(=O)/C(N=Nc1ccc(C(F)(F)F)cc1)=C(\C)O	2.4%	-5.8	-1.6%	0.3%	1.8%	0.8%	12.6%	-6.6%	4.2%
COc1ccc(NC(=O)c2nnn(CC(=O)Nc3ccc4c(c3)OCO4)c2N)c(OC)c1	-6.2%	1.2	-7.5%	8.2%	-12.1%	7.7%	14.4%	-11.6%	2.1%
COc1ccc(N2CCN(/C(=N\S(=O)(=O)c3ccc(C)cc3)Nc3nc(C)cc(C)n3)CC2)cc1	11.8%	-0.1	7.4%	14.0%	-2.8%	-3.8%	14.4%	-9.2%	-0.4%
CC(=O)Nc1ccc(S(=O)(=O)N2CCC(N(C)CCC(C)C)CC2)cc1	8.7%	-1.7	3.2%	34.3%	8.3%	-4.4%	5.0%	-2.0%	0.7%
Cn1c(CCCNC(=O)c2cccs2)nc2ccccc21	10.7%	-1.4	9.5%	-12.7%	-4.4%	-5.6%	8.3%	-19.7%	-0.2%
Cc1cc2nc(CCN(Cc3cccnc3)C(=S)Nc3ccc(F)cc3)[nH]c2cc1C	7.3%	-8.6	8.2%[57.1 µM]	-18.3%	0.4%	1.7%	5.0%[57.1 µM]	-11.3%	-1.0%
COc1ccc(CNC(=O)C2CCCN(C(=O)Nc3ccc(OC)cc3)C2)cc1 (stereo not drawn)	6.5%	6.7	4.1%[57.1 µM]	-5.3%	3.3%	-0.6%	5.8%[57.1 µM]	-9.6%	-2.6%
CN1CCN(c2ccc(C(=O)c3ccccc3)cc2[N+](=O)[O-])CC1	-6.5%	-5.2	-2.6%	-15.2%	-2.9%	-0.7%	3.9%	-12.7%	0.5%
Cn1nnnc1SCC(=O)Nc1ccc(Cl)c(S(=O)(=O)N2CCOCC2)c1	-5.8%	-0.7	4.2%	24.0%	-0.4%	-5.2%	22.5%	-4.4%	-1.3%
O=C(CSc1nc2nc3c(cc2c(=O)n1-c1ccccc1)CCCC3)Nc1ccccc1	1.6%	-2.1	9.4%	11.0%	?	-0.5%	17.1%	-18.8%	-9.9%
COC(=O)C1C(=O)C=C(N2CCOCC2)CC1(C)C (stereo not drawn)	7.8%	-6.3	10.0%[57.1 µM]	-17.8%	0.2%	0.1%	3.6%[57.1 µM]	-24.9%	-0.8%
O=C(CSCc1ccc(Br)cc1)NCc1ccccn1	-1.5%	-4.6	1.7%	7.5%	3.3%	1.6%	12.4%	-20.4%	0.0%
CCOC(=O)C1(Cc2cccc(OC)c2)CCN(CC2CC=CCC2)CC1 (stereo not drawn)	0.4%	-3.5	-17.0%[57.1 µM]	10.9%	0.9%	-2.8%	19.5%[57.1 µM]	-20.4%	4.9%
O=C(Cc1cccs1)NCc1ccco1	-0.6%	0.4	0.7%	6.7%	5.5%	-2.1%	4.0%	-20.6%	0.7%
N#C/C(=C1/CCCCCN1)c1nc2ccccc2[nH]1	0.8%	3.4	-10.1%	-7.2%	-5.6%	2.8%	-4.4%	3.5%	0.5%
Cc1ccc(OC(=O)c2cccc(C(=O)Oc3ccc(C)cc3)n2)cc1	14.7%	-6.6	-9.1%[57.1 µM]	11.7%	2.2%	-2.2%	-11.5%[57.1 µM]	3.9%	0.1%
CCCC1=Nc2cc(C(=O)NCCCOC(C)C)ccc2Sc2ccccc21	-11.3%	2.9	0.5%	-15.4%	-0.1%	-5.4%	-4.8%	-18.3%	?
COc1ccc(CCNC(=O)c2nnn(-c3ccc4c(c3)OCCO4)c2N)cc1OC	12.1%	9.5	-4.9%	-0.3%	-8.0%	-12.1%	-2.3%	-10.5%	2.1%
COc1ccc2ccccc2c1/C=N/NC(=O)c1ccc([N+](=O)[O-])cc1	-0.9%	0.4	0.5%[57.1 µM]	-4.9%	13.7%	-2.8%	2.4%[57.1 µM]	-11.1%	2.7%
Nc1cc(-c2cccc(Br)c2)nn1Cc1ccccc1	2.2%	1.6	-9.6%	-25.9%	-4.9%	-2.8%	4.1%	-25.7%	-0.3%
CCN(CC)C(=O)C12C(=O)Oc3ccccc3C1C2(C)C(=O)c1ccc(F)cc1 (stereo not drawn)	5.6%	1.3	13.6%[57.1 µM]	?	-4.7%	3.5%	13.6%[57.1 µM]	-16.0%	0.0%
Cc1c(C)n(Cc2ccc(Cl)cc2)c2ccc(C(=O)N3CCN(c4ccccc4F)CC3)cc12	-27.4%	-0.3	-3.2%[57.1 µM]	-13.8%	6.1%	-2.9%	12.3%[57.1 µM]	-13.3%	3.6%
COc1ccc(C(=O)N2CCC3(CC2)NCCc2[nH]cnc23)cc1OC	3.5%	-17.4	13.3%	-8.4%	-3.2%	-4.2%	18.2%	-26.5%	-2.4%
CN(C)c1nc(Oc2ccc(/C=N/O)cc2)nc(N(C)C)n1	1.2%	-0.6	-4.5%	6.0%	.	-0.1%	-2.9%	-19.0%	-2.3%
O=C(NCCCc1ccccc1)c1cccc(NC(=O)C2CCCCC2)c1	5.2%	-3.3	-8.4%	16.1%	0.2%	-1.1%	0.6%	-8.5%	-0.5%
Cc1cccc(C)c1NC(=O)Cn1c(=O)n(Cc2ccco2)c(=O)c2ccc(C(=O)NC3CCCC3)cc21	-6.9%	-14.2	-0.5%	11.4%	-9.8%	0.5%	7.0%	-25.7%	0.6%
OC(c1cc(C(F)(F)F)nc2c(C(F)(F)F)cccc12)C1CCCCN1 (stereo not drawn)	12.6%	1.3	-0.8%	-1.5%	-0.5%	-10.7%&2.6%	0.6%	-23.0%	4.4%

Not all compounds are listed. The share of hits here may be higher or lower than overall.
